# Screening data: PubChem, several laboratories
# Efflux pump inh = inhibitors of Candida efflux pumps in yeast, primary screen, S. cerevisiae, Nile Red, multiplex; S. cerevisiae Candida pump triplex; inhibition, % at 10 µM; 330,000 compounds, 0.44% hits; AID 485275, 2010;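 active means plate passing quality check with inhibition over a set limit, or well fluorescence over plate mean plus 4 SD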;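 further: Nile Red retained in pooled yeast measured as flow cytometry median fluorescence; 0% = buffer negative control and 100% = Enniatin B positive control; higher means more Nile Red kept so more efflux inhibition; some compounds called inactive have numbers as strong as hits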
# RPL19A TOR yeast = RPL19A-GFP expression modulators in yeast, primary screen, cell-based, S. cerevisiae, multiplex flow cytometry, MLPCN; percent response vs DMSO, % at 10 µM; 330,000 compounds, 0.3% hits; S. cerevisiae RPL19A-GFP strain, 3 h; active compounds read low;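 active means percent response vs DMSO below 50%; inconclusive means fewer than 70 events counted for the yeast strain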;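 further: median channel GFP fluorescence of the barcoded RPL19A-GFP strain; ratio of sample median GFP to plate DMSO average so 100% = DMSO; lower means less RPL19A-GFP as with rapamycin TOR inhibition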
# AGP1 TOR yeast = modulators of AGP1-GFP expression in yeast TOR pathway, primary screen, cell-based, multiplex flow cytometry, S. cerevisiae, MLPCN library; 3 h; GFP as percent of DMSO wells; GFP response vs DMSO, % at 10 µM; 320,000 compounds, 0.02% hits;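 active means GFP response relative to DMSO above a set limit, near screen average plus 3 SD, cut at about 150% in these data; inconclusive means fewer than 70 cells counted for the yeast strain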;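 further: median GFP channel fluorescence of the gated AGP1 strain per well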
# LAP4-GFP MLPCN = modulators of LAP4-GFP expression in yeast, primary screen, S. cerevisiae, multiplex flow cytometry, MLPCN library | 3 h; median GFP as percent of DMSO wells | GFP response vs DMSO, % at 10 µM | 320,000 compounds, 0.34% hits;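 active means GFP response vs DMSO above a set limit, about the screen mean plus 3 SD, cut at about 150% in these data; inconclusive means under 70 cell events counted for the yeast strain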
# CR mimetic SO = reduction of superoxide in aged yeast, primary screen, HTS; S. cerevisiae aged cells, superoxide DHE fluorescence; active compounds read low; superoxide response (% of plate mean), % at 10 µM; 330,000 compounds, 0.18% hits; AID 2690, 2010;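 active means superoxide response under a set limit, about three screen SD below normal, cut at about 65% in these data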;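 further: yeast aged for seven days with compound at 30 °C before DHE staining; 100% = average MFI of all compound-treated wells on the plate with controls excluded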
# AHR act = AHR activators, primary screen, cell-based, luminescence, luciferase reporter, human; 320,000 compounds, 2.5% hits; AHR-responsive luciferase reporter cells; Aryl hydrocarbon receptor (Homo sapiens), P35869; activation, % at 5 µM; in the data active means activation above about 47%;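 further: 0% = vehicle wells and 100% = reference agonist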
# Target sequence (P35869 whole entry, looked up): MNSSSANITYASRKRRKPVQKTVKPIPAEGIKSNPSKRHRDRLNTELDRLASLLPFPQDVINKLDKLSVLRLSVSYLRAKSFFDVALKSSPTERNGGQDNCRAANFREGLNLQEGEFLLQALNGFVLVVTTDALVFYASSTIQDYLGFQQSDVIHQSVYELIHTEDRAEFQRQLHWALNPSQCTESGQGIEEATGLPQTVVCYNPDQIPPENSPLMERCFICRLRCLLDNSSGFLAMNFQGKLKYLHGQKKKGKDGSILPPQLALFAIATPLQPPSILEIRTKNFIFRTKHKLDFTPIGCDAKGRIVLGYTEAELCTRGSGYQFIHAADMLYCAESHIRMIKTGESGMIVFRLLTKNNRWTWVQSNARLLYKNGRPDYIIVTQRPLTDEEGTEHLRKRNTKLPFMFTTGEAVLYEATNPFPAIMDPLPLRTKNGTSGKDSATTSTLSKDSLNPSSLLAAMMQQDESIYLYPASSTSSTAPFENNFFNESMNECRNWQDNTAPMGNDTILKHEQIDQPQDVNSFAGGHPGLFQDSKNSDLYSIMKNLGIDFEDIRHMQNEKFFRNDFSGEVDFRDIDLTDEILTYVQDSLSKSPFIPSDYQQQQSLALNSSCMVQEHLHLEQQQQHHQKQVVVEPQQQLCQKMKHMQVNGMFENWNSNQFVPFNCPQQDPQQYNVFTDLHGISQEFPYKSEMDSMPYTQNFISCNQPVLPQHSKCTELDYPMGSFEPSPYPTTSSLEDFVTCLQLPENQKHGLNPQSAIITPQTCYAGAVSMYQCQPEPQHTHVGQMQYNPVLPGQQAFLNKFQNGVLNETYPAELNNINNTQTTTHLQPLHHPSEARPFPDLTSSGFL
# MEP2 TOR yeast = modulators of MEP2-GFP levels in yeast, primary screen, S. cerevisiae, multiplex flow cytometry, MLPCN library; S. cerevisiae MEP2-GFP strain, 3 h; 100% = DMSO control level; GFP response vs DMSO, % at 10 µM; 330,000 compounds, 0.51% hits;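 active means GFP response versus DMSO above a set limit, roughly screen mean plus 3 SD, cut at about 180% in these data; inconclusive means fewer than 70 cells counted for a yeast strain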;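 further: median GFP fluorescence of the barcode-gated MEP2-GFP cells per well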
# CIT2 TOR yeast = modulators of CIT2-GFP expression in yeast, primary screen, S. cerevisiae, GFP fusion, multiplex flow cytometry, MLPCN library; GFP response vs DMSO, % at 10 µM; S. cerevisiae CIT2-GFP strain, 3 h; 100 means same as DMSO wells; AID 2029, 2009; 320,000 compounds, 0.065% hits;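 active means GFP response relative to DMSO above a set limit, near the screen mean plus 3 SD, cut at about 150% in these data; inconclusive means Fewer than 70 cells measured for a yeast strain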;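 further: ratio of well median GFP fluorescence to mean of DMSO wells on the plate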
# Starred values were filed as active, the others as inactive; u = inconclusive; x = not tested or not shown; [ ] = remark or other dose. These rows are one share of the data; count on the stated rates, not on these rows.
# Every second line gives: Efflux pump inh, RPL19A TOR yeast, AGP1 TOR yeast, LAP4-GFP MLPCN, CR mimetic SO, AHR act, MEP2 TOR yeast, CIT2 TOR yeast
1: CCN(CC)C(=O)Cn1cc(C=C2C(=O)N(C)C(=O)N(C)C2=O)c2ccccc21
    -0.1, 102, 92, 98, 78, 3, 102, 88
2: Cc1ccc(Cn2cc(C=O)c(-c3ccc(F)cc3)n2)cc1
    0.2, 103, 93, 106, 67, 8, 103, 93
3: O=C(O)c1cc[c]([Hg][Cl])cc1
    -0.1, 62, 90, 255*, 137, -2, 129, 115
4: COc1ccc2ccc(O)c(CN3CC=C(c4ccccc4)CC3)c2c1
    0.1, 94, 78, 108, 78, 13, 64, 90
5: CCCCn1c(O)c(C(CC)=Nc2cccc(C(=O)O)c2)c(=O)[nH]c1=O
    -0.1, 101, 101, 105, 109, -1, 101, 98
6: CCOC(=O)c1c(N)n(CCN2CCCCC2)c2nc3ccccc3nc12
    -0.4, 102, 104, 100, 89, 10, 105, 108
7: COC(=O)C1=C(c2cc3ccccc3s2)C[C@@H]2CC[C@H]1N2C
    -0.1, 98, 99, 103, 95, 10, 110, 98
8: CCOc1cc2c(cc1OCC)-n1cccc1C(c1ccccc1F)NC2 (stereo not drawn)
    -0.2, 96[may fluoresce violet], 99[may fluoresce violet], u, 107, 1, u, u
9: CCN1C[C@]2(COC(=O)c3ccccc3N)CC[C@H](OC)C34[C@@H]5C[C@H]6[C@H](OC)[C@@H]5[C@](O)(C[C@@H]6OC)[C@@](O)([C@H]13)[C@@H](OC)[C@@H]42
    0.1, 105, 97, 105, 89, 0, 110, 96
10: CCCC[N+]12C3C[C@H](C4[C@H](O)[C@]5(C[C@@H]41)c1ccccc1N(C)[C@@H]35)[C@H](CC)[C@H]2O (stereo partly drawn)
    0.0, 109, 99, 97, 88, 0, 111, 100
11: COC(=O)C1=C(c2ccccc2)C[C@@H]2CC[C@H]1N2C(=O)NCC1CC1
    0.1, 99, 87, 106, 97, 2, 95, 80
12: CCOc1ccccc1-n1c(O)c(C=Nc2c(C)n(C)n(-c3ccccc3)c2=O)c(=O)[nH]c1=O
    0.2, 119, 84, 81, 102, 1, 94, 80
13: N=c1ccccn1Cc1ccccc1
    0.1, 104, 93, 85, 96, 3, 99, 96
14: O=c1c2ccccc2nc(-c2ccccc2Cl)n1-c1cccc(O)c1
    0.1, 98, 89, 90, 98, x, 98, 98
15: CCn1cc(/C=c2/sc3n(c2=O)C2c4ccccc4OC(C)(N=3)C2C(=O)OC)c(C)n1 (stereo not drawn)
    -0.1, 97, 98, 105, 91, 3, 109, 98
16: Cc1ccc(CN2C(=O)NC(=O)C3(Cc4c(nc5ccccn5c4=O)N4CCCCCC43)C2=O)cc1 (stereo not drawn)
    0.1, 98, 101, 106, 111, -1, 103, 95
17: CC(C)C/C(=N/O)c1cn(C)c2ccccc12
    -0.1, 98, 96, 119, 75, 20, 98, 86
18: O=C1OC(c2ccc(Br)cc2)=N/C1=C\N1CC2CC(C1)c1cccc(=O)n1C2 (stereo not drawn)
    0.0, 102, 106, 103, 100, 8, 107, 95
19: CN1CCN(c2ccc(N)c(N3CCN(C)CC3)c2)CC1
    0.0, 98, 105, 102, 94, 1, 106, 99
20: COC(=O)C1=C(c2ccc(C(C)=O)cc2)C[C@@H]2CC[C@H]1N2C(=O)N1CCC(O)(c2ccc(Cl)cc2)CC1
    0.5, 93, 100, 101, 104, -1, 94, 100
21: CC[C@@H]1C=CC=CC[C@H](C)[C@@H](O)[C@@H](C)C(=O)[C@H](C)[C@@H](O)[C@H](C)C(=O)[C@H](C)[C@@H](O)[C@H](C)C=CC(=O)O[C@H]2[C@@H](C)[C@@H](CC1)O[C@@]1(CC[C@@H](C)[C@@H](C[C@H](C)O)O1)[C@@H]2C
    0.6, 107, 106, 118, 85, -4, 100, 119
22: COC(=O)C1=C(c2cccc(C#N)c2)C[C@@H]2CC[C@H]1N2C(=O)NCCOc1ccccc1Cl
    -0.1, 101, 102, 107, 105, 2, 97, 98
23: O=C(NCc1ccccc1)c1cccn(Cc2ccccc2)c1=O
    0.1, 99, 94, 95, 116, 5, 106, 99
24: COC(=O)C1=C(c2cccc(C#N)c2)C[C@@H]2CC[C@H]1N2C(=O)NCCO
    -0.1, 91, 95, 93, 92, -4, 92, 89
25: CC(C)N(CC#CCC1(O)c2ccccc2-c2ccccc21)C(C)C
    -0.9, 105, 105, 98, 94, 3, 112, 110
26: CN(C)CC#CCOCCOCCC#N
    -0.1, 104, 104, 108, 105, -1, 101, 102
27: CCN(CC(=O)Nc1ccc(C#N)c(Cl)c1)CC(=O)NC(C)(C)C
    0.1, 95, 99, 103, 110, -1, 97, 99
28: O=[N+]([O-])c1cccc(O)c1
    -0.1, 96, 100, 99, 89, 0, 99, 99
29: CN(C(=O)Cc1ccc(Cl)c(Cl)c1)C(CN1CCCC1)c1cccc(OCC(=O)O)c1 (stereo not drawn)
    -0.1, 98, 90, 122, 88, 1, 97, 89
30: COc1cccc(CNCCc2ccccc2)c1OC
    0.0, 99, 105, 108, 101, 1, 95, 93

# Every second line gives: Efflux pump inh, RPL19A TOR yeast, AGP1 TOR yeast, LAP4-GFP MLPCN, CR mimetic SO, AHR act, MEP2 TOR yeast, CIT2 TOR yeast
31: O=C(Cc1ccccc1)OCCNC(=O)c1cccnc1
    -0.1, 93, 94, 91, 91, 1, 93, 92
32: COc1cccc2cc(-c3cc(=O)oc4ccc(OC(=O)N(C)C)cc34)oc12
    -0.1, 96, 95, 96, 105, 8, 96, 99
33: CC(C)N1CCN(c2ccc(O)cc2)CC1
    -0.5, 95, 95, 90, 107, 0, 84, 99
34: Cc1nn(C)c(C)c1P(=S)(c1c(C)nn(C)c1C)N(C)C
    0.0, 100, 99, 95, 88, 15, 98, 101
35: CCC(=NCc1ccco1)c1c(O)n(C)c(=O)n(C)c1=O
    0.0, 94, 104, 111, 106, 0, 95, 87
36: CC(=NCCCN1CCOCC1)c1c(O)[nH]c(=O)[nH]c1=O
    0.0, 109, 105, 109, 103, -1, 99, x
37: O=Cc1cn(Cc2ccc(Br)cc2)c2ccccc12
    0.0, 105, 95, 109, 116, -2, 99, 92
38: CCOC(=O)C1(CCc2ccccc2)CCN(Cc2csc(C(C)=O)c2)CC1
    -0.1, 91, 93, 88, 99, 1, 94, 87
39: CCC1(CC)C(=O)N(C)C(=O)NC1=NC
    -0.2, 105, 111, 131, 93, -2, 121, 107
40: O=[N+]([O-])c1ccc(-[n+]2c(-c3ccccc3)cc(-c3ccccc3)cc2-c2ccccc2)cc1
    0.2, 101, 101, 91, 105, 1, 102, 102
41: COc1ccc2[nH]c3c(c2c1)CCN[C@H]3C
    0.1, 102, 105, 101, 96, 8, 107, 93
42: COCc1c(CN)cnc(C)c1N
    0.0, 96, 102, 101, 92, -2, 101, 97
43: COC(=O)C1=C(c2cc3ccccc3s2)C[C@@H]2CC[C@H]1N2C(=O)NC1CCCCC1
    0.0, 95, 84, 125, 98, 6, 91, 86
44: [N-]=[N+]=NC1C[C@H](n2ccc(=O)[nH]c2=O)O[C@@H]1CO (stereo partly drawn)
    -0.1, 99, 93, 110, 100, -5, 95, 104
45: CC(C)OP(=O)(Oc1ccc(C(O)C(Cl)(Cl)Cl)cc1)OC(C)C (stereo not drawn)
    0.0, 104, x, x, 97, 3, 105, x
46: O=C1NC(=O)N(Cc2ccccc2)C(=O)/C1=C/C=C/c1ccco1
    0.0, 96, 96, 91, 100, 2, 97, 105
47: CC1(C)C(c2ccccc2)=NC(c2cccnc2)=[N+]1[O-]
    0.2, x, 99, 103, 100, 1, 102, 93
48: COC(=O)C1=C(c2ccc(Cl)c(C(F)(F)F)c2)C[C@@H]2CC[C@H]1N2C(=O)NCCOc1ccc(OC)cc1
    0.5, 94, 95, 99, 96, 2, 101, 93
49: CCC(=NC1CC1)c1c(O)n(C2CCCCC2)c(=O)[nH]c1=O
    -0.1, 109, 110, 109, 100, 23, 104, 106
50: O=C1/C(=C/c2ccncc2)N2CCC1CC2
    0.0, 98, 104, 118, 110, 0, 102, 102

# Among those listed so far, these have a Cl atom:
# Every second line gives: Efflux pump inh, RPL19A TOR yeast, AGP1 TOR yeast, LAP4-GFP MLPCN, CR mimetic SO, AHR act, MEP2 TOR yeast, CIT2 TOR yeast
3: O=C(O)c1cc[c]([Hg][Cl])cc1
    -0.1, 62, 90, 255*, 137, -2, 129, 115
14: O=c1c2ccccc2nc(-c2ccccc2Cl)n1-c1cccc(O)c1
    0.1, 98, 89, 90, 98, x, 98, 98
20: COC(=O)C1=C(c2ccc(C(C)=O)cc2)C[C@@H]2CC[C@H]1N2C(=O)N1CCC(O)(c2ccc(Cl)cc2)CC1
    0.5, 93, 100, 101, 104, -1, 94, 100
22: COC(=O)C1=C(c2cccc(C#N)c2)C[C@@H]2CC[C@H]1N2C(=O)NCCOc1ccccc1Cl
    -0.1, 101, 102, 107, 105, 2, 97, 98
27: CCN(CC(=O)Nc1ccc(C#N)c(Cl)c1)CC(=O)NC(C)(C)C
    0.1, 95, 99, 103, 110, -1, 97, 99
29: CN(C(=O)Cc1ccc(Cl)c(Cl)c1)C(CN1CCCC1)c1cccc(OCC(=O)O)c1 (stereo not drawn)
    -0.1, 98, 90, 122, 88, 1, 97, 89
45: CC(C)OP(=O)(Oc1ccc(C(O)C(Cl)(Cl)Cl)cc1)OC(C)C (stereo not drawn)
    0.0, 104, x, x, 97, 3, 105, x
48: COC(=O)C1=C(c2ccc(Cl)c(C(F)(F)F)c2)C[C@@H]2CC[C@H]1N2C(=O)NCCOc1ccc(OC)cc1
    0.5, 94, 95, 99, 96, 2, 101, 93

# In another format: two of the compounds above
no. | compound | Efflux pump inh | RPL19A TOR yeast | AGP1 TOR yeast | LAP4-GFP MLPCN | CR mimetic SO | AHR act | MEP2 TOR yeast | CIT2 TOR yeast
48 | COC(=O)C1=C(c2ccc(Cl)c(C(F)(F)F)c2)C[C@@H]2CC[C@H]1N2C(=O)NCCOc1ccc(OC)cc1 | 0.5 | 94 | 95 | 99 | 96 | 2 | 101 | 93
49 | CCC(=NC1CC1)c1c(O)n(C2CCCCC2)c(=O)[nH]c1=O | -0.1 | 109 | 110 | 109 | 100 | 23 | 104 | 106
